High-throughput results: PubChem, University of Kansas High Throughput Screening Laboratory
Pf apPOL block = Pf-apPOL DNA polymerase inhibition; Recombinant Pf-apPOL, molecular beacon fluorescence, 1.5 h; inhibition, % at 10 µM; actives 0.25% (n = 210,000)
mHTT CaM bind = disrupts binding of mutant huntingtin to calmodulin; P42858; AlphaScreen His-mHTT/GST-CaM binding, luminescence; inhibition, % at 15 µM; actives 3.6% (n = 190,000);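 also: 0% = both proteins with DMSO and 100% = one protein alone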
The depositor's hits bear a star; x = no result given; & = joins results of further samples; ! = repeats disagree. Rule as the data show it: active = inhibition above about 50%; inactive = the rest. The list is partial, so the mix of outcomes need not match the whole.

1	C=Cc1cccc2c1OC1(C)NC(=S)NC2C1C(=O)OCC (stereo not given)
  Pf apPOL block: -9.4	mHTT CaM bind: 0.4
2	CN(C)C(=O)Oc1ccc2c(=O)c(Oc3ccccc3Br)c(C(F)(F)F)oc2c1
  Pf apPOL block: -2.7	mHTT CaM bind: 2.7
3	COc1ccc(OC)c(CC(=O)O)c1
  Pf apPOL block: 5.8	mHTT CaM bind: -3.7
4	CNC(=S)NNC(=O)C1(O)CN2CCC1CC2 (stereo not given)
  Pf apPOL block: -3.3	mHTT CaM bind: x
5	O=C1OC(c2cncc(Br)c2)=N/C1=C\c1ccc(Cl)cc1
  Pf apPOL block: -6.2	mHTT CaM bind: 4.0
6	CCCn1cc(C(=O)NCc2ccc3c(c2)OCO3)c2cccnc21
  Pf apPOL block: -10.9	mHTT CaM bind: -0.9
7	C[C@H]1C2Cc3ccc(O)cc3[C@@]1(C)CCN2CC1CC1
  Pf apPOL block: 0.5	mHTT CaM bind: x
8	CCCCNC(=O)c1oc2ccc(S(=O)(=O)N3CC(C)CC(C)C3)cc2c1C (stereo not given)
  Pf apPOL block: 4.1	mHTT CaM bind: 2.0
9	Oc1cccc(CN2CCN(Cc3ccccc3)CC2)c1
  Pf apPOL block: -4.9	mHTT CaM bind: -3.2
10	COc1ccc(-n2nc(C(=O)NCC(=O)N3CCC4(CC3)OCCO4)c3ccccc3c2=O)cc1
  Pf apPOL block: -1.0	mHTT CaM bind: 4.0
11	CC1CN(c2ccc([N+](=O)[O-])c3cccnc23)CC(C)N1 (stereo not given)
  Pf apPOL block: -1.2	mHTT CaM bind: 1.0
12	COc1ccccc1N1CCN(CCCCNC(=O)c2ccco2)CC1
  Pf apPOL block: -2.5	mHTT CaM bind: x
13	COc1ccc(Br)cc1C1N(c2cc(C)on2)C(=O)C2CCCN21 (stereo not given)
  Pf apPOL block: -6.0	mHTT CaM bind: 6.4
14	CC(=O)NCC(=O)Nc1ccc(Br)cc1C(=O)c1ccccc1
  Pf apPOL block: 0.2	mHTT CaM bind: 0.7
15	O=C(NC1(C(F)(F)F)Oc2ccccc2O1)N1CC2CC(C1)c1cccc(=O)n1C2 (stereo not given)
  Pf apPOL block: -1.2	mHTT CaM bind: -4.0
16	CCOC(=O)COc1cc(C)cc2oc(=O)c3c(c12)CCCC3
  Pf apPOL block: 1.3	mHTT CaM bind: -7.2
17	CSc1cccc2sc(N(CCN3CCOCC3)C(=O)Cc3ccc(F)cc3)nc12
  Pf apPOL block: -3.1	mHTT CaM bind: 22.0
18	O=c1c2ccccc2nc(/C=C/c2cccc([N+](=O)[O-])c2)n1-c1ccccn1
  Pf apPOL block: 91.0*!	mHTT CaM bind: 2.0&1.9
19	CC(C(=O)Nc1ccc(Br)cc1C(=O)c1ccccc1)N1CCOCC1 (stereo not given)
  Pf apPOL block: -3.3	mHTT CaM bind: 7.5
20	COc1cccc(-n2c(/C=C/c3ccc([N+](=O)[O-])o3)nc3ccccc3c2=O)c1
  Pf apPOL block: -1.6	mHTT CaM bind: 22.4
21	O=c1c2ccccc2nc(Cc2cccc([N+](=O)[O-])c2)n1-c1ccccc1Cl
  Pf apPOL block: -1.1	mHTT CaM bind: 13.7
22	O=C(c1ccccc1Cl)N1CCOCC1
  Pf apPOL block: -0.2	mHTT CaM bind: -5.1
23	O=c1c(CN2CC3CC(C2)c2cccc(=O)n2C3)coc2ccc(Cl)cc12 (stereo not given)
  Pf apPOL block: -3.9	mHTT CaM bind: 8.4
24	CC(C)n1cnnc1C1CCNCC1
  Pf apPOL block: -1.0	mHTT CaM bind: -5.3
25	Cc1c(C(=O)O)nnn1Cc1ccc(F)cc1Cl
  Pf apPOL block: 0.7	mHTT CaM bind: -12.4

In the list so far, 2 contain a COOH group:
3	COc1ccc(OC)c(CC(=O)O)c1
  Pf apPOL block: 5.8	mHTT CaM bind: -3.7
25	Cc1c(C(=O)O)nnn1Cc1ccc(F)cc1Cl
  Pf apPOL block: 0.7	mHTT CaM bind: -12.4

Exported tab-delimited: part of the list above
item	SMILES	Pf apPOL block	mHTT CaM bind
15	O=C(NC1(C(F)(F)F)Oc2ccccc2O1)N1CC2CC(C1)c1cccc(=O)n1C2 (stereo not given)	-1.2	-4.0
19	CC(C(=O)Nc1ccc(Br)cc1C(=O)c1ccccc1)N1CCOCC1 (stereo not given)	-3.3	7.5

The listing picks up with the 2 entries that preceded the break.
24	CC(C)n1cnnc1C1CCNCC1
  Pf apPOL block: -1.0	mHTT CaM bind: -5.3
25	Cc1c(C(=O)O)nnn1Cc1ccc(F)cc1Cl
  Pf apPOL block: 0.7	mHTT CaM bind: -12.4
26	CCCCC[n+]1ccc(-c2cc[n+](CCCCC)cc2)cc1
  Pf apPOL block: -2.7	mHTT CaM bind: -3.0
27	C(#CC1(N2CCOCC2)CCCCC1)c1ccccc1
  Pf apPOL block: 0.3&-3.5	mHTT CaM bind: 5.0&1.5
28	CCOc1cc(CN2CCN(c3ccccc3)CC2)ccc1OC
  Pf apPOL block: -3.3	mHTT CaM bind: -3.0
29	O=c1c2ccccc2nc(/C=C/c2ccc(F)cc2)n1-c1ccccc1
  Pf apPOL block: -4.4	mHTT CaM bind: 7.8
30	CCCCN1C(C)=CC(=C2C(=O)NC(=O)NC2=O)C=C1C(F)(F)F
  Pf apPOL block: -2.8	mHTT CaM bind: 0.0
31	CCC(N)Cc1c[nH]c2ccccc12 (stereo not given)
  Pf apPOL block: -3.4	mHTT CaM bind: 4.2
32	COc1ccc(NC(=O)CN2C(=O)CN=C(c3ccccc3)c3cc(Cl)ccc32)cc1OC
  Pf apPOL block: -18.5	mHTT CaM bind: 76.0*
33	COc1cccc(CN2CCCCC2c2cccnc2)c1 (stereo not given)
  Pf apPOL block: -1.8	mHTT CaM bind: 2.8
34	COc1ccc(CC[n+]2cc(N=C(C)[O-])on2)cc1OC
  Pf apPOL block: 2.5	mHTT CaM bind: -4.0
35	Cc1cc(C)n(C(=O)CN2C(=O)CN=C(c3ccccc3)c3cc(Br)ccc32)n1
  Pf apPOL block: -10.9	mHTT CaM bind: 64.0*
36	CCC(C)C12CN3CCN(CC(C)(C3)C1=O)C2 (stereo not given)
  Pf apPOL block: x	mHTT CaM bind: -6.6
37	COc1ccc2c(c1)C1(CCN(C(=O)Nc3ccccc3OC)C1)C(=O)N2 (stereo not given)
  Pf apPOL block: -3.4	mHTT CaM bind: 6.4
38	CC(NC(=O)C(Cl)(Cl)Cl)c1ccccc1 (stereo not given)
  Pf apPOL block: -4.8	mHTT CaM bind: -10.9
39	COc1ccccc1CN1CCN(Cc2ccccc2)CC1
  Pf apPOL block: -2.6	mHTT CaM bind: -8.4
40	Nc1ccc(Cc2ccc(N)c(Cl)c2)cc1Cl
  Pf apPOL block: -4.5	mHTT CaM bind: 14.7
41	CC12CCC3C(CCC4CC(=O)C(=Cc5ccc(Br)cc5)CC43C)C1CCC2O (stereo not given)
  Pf apPOL block: -13.9	mHTT CaM bind: 24.1
42	CCN1CCN(C(=O)Cc2ccc(Nc3ncc(F)c(Nc4ccc(C(=O)Nc5ccccc5Cl)cc4)n3)cc2)CC1
  Pf apPOL block: -4.9	mHTT CaM bind: x
43	O=C1CSC(c2ccc3c(c2)OCO3)c2c(-c3ccccc3)nn(-c3ccccc3)c2N1 (stereo not given)
  Pf apPOL block: 3.4	mHTT CaM bind: 34.0
44	CCSc1nc2ccccc2c(=O)n1-c1cccc(Cl)c1
  Pf apPOL block: -2.2	mHTT CaM bind: -7.0
45	Cc1ccc(C2=NN(CCC(=O)N3CCC4(CC3)OCCO4)C(=O)CC2)cc1
  Pf apPOL block: -21.6	mHTT CaM bind: -3.0
46	Cn1nnc(Nc2nnn(C)n2)n1
  Pf apPOL block: 2.5	mHTT CaM bind: -8.3
47	Cc1cc(C)nc(SC(Cl)(Cl)Cl)n1
  Pf apPOL block: -3.1	mHTT CaM bind: 2.0
48	Cc1c(C(=O)Nc2ccccc2)cc(-c2ccccc2)n1CCCN1CCOCC1
  Pf apPOL block: -4.8	mHTT CaM bind: x
49	Cc1ccccc1OCC(=O)N1CCCN(C2CCN(Cc3ccc(F)cc3)C2=O)CC1 (stereo not given)
  Pf apPOL block: 3.2	mHTT CaM bind: 35.2
50	C=CCOc1ccc(CC2C(=O)N(C)C(=O)N(C)C2=O)cc1
  Pf apPOL block: -4.8	mHTT CaM bind: 100.1*

Sorted by heavy-atom count (falling): five of the compounds above
43	O=C1CSC(c2ccc3c(c2)OCO3)c2c(-c3ccccc3)nn(-c3ccccc3)c2N1 (stereo not given)
  Pf apPOL block: 3.4	mHTT CaM bind: 34.0
30	CCCCN1C(C)=CC(=C2C(=O)NC(=O)NC2=O)C=C1C(F)(F)F
  Pf apPOL block: -2.8	mHTT CaM bind: 0.0
50	C=CCOc1ccc(CC2C(=O)N(C)C(=O)N(C)C2=O)cc1
  Pf apPOL block: -4.8	mHTT CaM bind: 100.1*
38	CC(NC(=O)C(Cl)(Cl)Cl)c1ccccc1 (stereo not given)
  Pf apPOL block: -4.8	mHTT CaM bind: -10.9
46	Cn1nnc(Nc2nnn(C)n2)n1
  Pf apPOL block: 2.5	mHTT CaM bind: -8.3

The results go on:
51	CC12CCC(O)CC1CCC1C2CCC2(C)C(O)C(=Cc3ccc(C(F)(F)F)cc3)CC12 (stereo not given)
  Pf apPOL block: -5.0	mHTT CaM bind: -3.6
52	CC(=O)c1ccc(N2CCN(Cc3ccc(F)cc3)CC2)cc1
  Pf apPOL block: 0.1	mHTT CaM bind: -5.4
53	Cc1ccc(-c2nc3ccccc3c(=O)n2-c2ccccn2)cc1
  Pf apPOL block: 5.1	mHTT CaM bind: 3.1
54	Fc1ccc(CN2CCN(Cc3ccccc3)CC2)cc1F
  Pf apPOL block: -18.9	mHTT CaM bind: -1.4
55	COc1ccccc1CCNCc1ccc([N+](=O)[O-])cc1
  Pf apPOL block: 2.5	mHTT CaM bind: 3.8
